Assay outcomes as filed in PubChem.
TRPML3 agonist: human TRPML3 channel agonists, primary screen, cell-based, HEK293 TRPML3-YFP, Fluo-8 calcium fluorescence, 3 µM; Mucolipin-3 (Homo sapiens), Q8TDD5; 100% = the carbachol control signal; activation, % at 3 µM; 220,000 tested, 0.29% active;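 active = activation above its plate's cutoff, the mean activation of the plate's test wells plus 3 SD, cut at about 12% in these data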;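 note: 0% = DMSO only wells and 100% = carbachol wells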
Target sequence (Q8TDD5 whole entry, looked up): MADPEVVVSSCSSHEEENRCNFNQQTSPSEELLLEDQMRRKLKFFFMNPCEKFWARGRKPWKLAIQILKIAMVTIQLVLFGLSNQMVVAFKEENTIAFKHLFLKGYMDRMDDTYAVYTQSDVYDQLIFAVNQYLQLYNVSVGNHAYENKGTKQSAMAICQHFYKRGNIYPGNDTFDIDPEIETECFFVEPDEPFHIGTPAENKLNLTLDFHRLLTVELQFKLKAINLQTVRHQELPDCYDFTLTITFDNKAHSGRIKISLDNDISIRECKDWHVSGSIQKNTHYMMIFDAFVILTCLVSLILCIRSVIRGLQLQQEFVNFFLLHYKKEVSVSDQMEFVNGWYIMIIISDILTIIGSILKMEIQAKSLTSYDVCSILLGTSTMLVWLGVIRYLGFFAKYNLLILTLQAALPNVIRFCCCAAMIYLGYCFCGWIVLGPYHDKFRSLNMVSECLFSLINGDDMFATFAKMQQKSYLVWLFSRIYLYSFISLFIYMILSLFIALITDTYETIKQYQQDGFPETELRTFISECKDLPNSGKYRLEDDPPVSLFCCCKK
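Material: HEK293 cells stably carrying human TRPML3-YFP; compound dosing: single dose, 3 µM final nominal compound, 0.3% DMSO final; incubation: 1-h 37 °C dye load, 5-s basal, 120-s post-compound reads; technique: Fluo-8 intracellular calcium fluorescence, excitation 470-495 nm, emission 515-575 nm; read-out basis: percent activation from peak-to-basal fluorescence ratio, scaled between DMSO and carbachol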
TRPN1 ag: zebrafish TRPN1 channel agonists, primary screen, cell-based, HEK293, calcium fluorescence; HEK293 zebrafish TRPN1-YFP, Fluo-8 calcium fluorescence; 100% = response to 87 µM carbachol; activation, % at 3 µM; 220,000 tested, 0.18% active;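 active = activation above its plate's cutoff, the mean activation of test wells on that plate plus 3 SD, cut at about 19% in these data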;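 note: 0% = DMSO alone and 100% = 87 µM carbachol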
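Material: zebrafish TRPN1-YFP in HEK293 cells; Doses: single test compound dose, 3 µM nominal, 0.3% DMSO; Timing: dye loading 1 h at 37 °C, then 30 min room temperature; Technique: intracellular calcium fluorescence with Fluo-8; Benchmarks: high carbachol 87 µM, low DMSO alone.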
NPY Y1 blocker: NPY-Y1 receptor antagonists, primary screen, cell-based | Neuropeptide Y receptor type 1 (Homo sapiens), P25929 | inhibition, % at 3.6 µM | 200,000 tested, 1% active | HEK293-CNG Y1 cells, membrane potential fluorescence; NPY at EC95, then isoproterenol | AID 1040, 2008;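 active = inhibition above the campaign mean inhibition of all tested compounds plus 3 SD, cut at about 20% in these data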;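 note: 0% = DMSO wells given NPY plus isoproterenol and 100% = isoproterenol alone without NPY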
Target sequence (P25929 whole entry, looked up): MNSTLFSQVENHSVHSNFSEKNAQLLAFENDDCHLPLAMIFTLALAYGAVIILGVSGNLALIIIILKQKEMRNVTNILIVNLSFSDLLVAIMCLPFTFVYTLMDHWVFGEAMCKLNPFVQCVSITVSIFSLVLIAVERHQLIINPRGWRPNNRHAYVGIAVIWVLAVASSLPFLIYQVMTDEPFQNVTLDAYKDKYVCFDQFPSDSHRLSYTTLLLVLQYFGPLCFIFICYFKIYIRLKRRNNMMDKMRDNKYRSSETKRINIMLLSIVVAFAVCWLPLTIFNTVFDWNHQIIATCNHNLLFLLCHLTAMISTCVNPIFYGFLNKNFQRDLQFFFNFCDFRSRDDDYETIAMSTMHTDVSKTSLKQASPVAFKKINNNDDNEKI
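Material: HEK293 cells co-expressing NPY Y1 receptor and cyclic-nucleotide gated channel. Timing: compound incubation 1 h at room temperature, readout 45 min post-stimulation. Signal: fluorescence, membrane potential probe.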
PPC-1+TRAIL kill: compounds killing PPC-1 cancer cells with TRAIL present, primary screen, TRAIL potentiator project, ATPLite luminescence, uHTS; PPC-1 cells + TRAIL, ATPLite viability luminescence; cell killing (% activity), % at 4 µM; 220,000 tested, 0.41% active;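 active = cell killing above 50% in the first pass at 4 µM, then a duplicate retest at 5 µM averaging 50% or more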;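 note: plate controls were cells with TRAIL plus DMSO for no effect and medium-only wells lacking cells for full effect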
EP2 antag: human EP2 receptor antagonists, primary screen, TR-FRET cAMP, C6 glioma cells; C6 glioma cells expressing human EP2; cells stimulated with saturating PGE2; inhibition, % at 25 µM; 260,000 tested, 0.52% active; AID 1422, 2008;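 active = percent inhibition above 40 after rounding to a whole number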;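 note: rat C6 glioma host cells with rolipram phosphodiesterase inhibitor present; the protocol text gives 20 µM as final concentration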
CHOP inhibitor: inhibitors of CHOP promoter induction, primary screen, cell-based, unfolded protein response, luciferase reporter. CHO-K1 CHOP-promoter luciferase, tunicamycin-induced, 15-18 h. inhibition, % at 10 µM. 220,000 tested, 3.8% active;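 active = compounds that reduced the stress-induced luciferase reporter signal by more than about 70% of percent inhibition, limit read from the data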;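 note: 0% = tunicamycin plus vehicle and 100% = wells without tunicamycin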
NPY-Y1 PAM-ag: NPY-Y1 receptor potentiators or agonists, primary screen, cell-based. 220,000 tested, 0.37% active. activation, % at 3.6 µM. Neuropeptide Y receptor type 1 (Homo sapiens), P25929. NPY-Y1 expressing cells, potentiator/agonist activation. AID 1304, 2008; in the data active = activation above about 33%, passing the limit was not always enough;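 note: cells stimulated with NPY at EC10 then isoproterenol at EC100; 0% = low agonist plus stimulus and 100% = saturating agonist plus stimulus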
EP2 mod: EP2 receptor modulators, cAMP readout, primary screen, cell-based, HTRF cAMP, PGE2 stimulation; AID 940, 2007; 260,000 tested, 0.83% active; Prostaglandin E2 receptor EP2 subtype (Homo sapiens), P43116; induction, % at 25 µM; EP2-expressing cells, cAMP HTRF FRET, PGE2 co-stimulation;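 active = compounds whose cAMP rise, as percent of the full-agonist control response, exceeds 60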;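 note: rat C6 glioma line stably carrying human EP2 under a CMV promoter; the protocol text gives 20 µM as final concentration; 100% = response of wells given 1 µM PGE2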
14-3-3 Bad inh: inhibitors of 14-3-3 zeta/Bad binding, primary screen, biochemical, TR-FRET, bovine 14-3-3 zeta. inhibition, % at 21.7 µM. TR-FRET 14-3-3zeta/Dy647-pBad peptide displacement, 1 h. 14-3-3 protein zeta/delta (Bos taurus), P63103. 220,000 tested, 0.71% active;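 active = inhibition above about 70%, limit read from the data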;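 note: 0% = full 14-3-3 plus peptide FRET controls and 100% = background without 14-3-3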
* hit, by the source's call; x = no result given; & = joins results of further samples; [ ] = dose if it differs, or a comment. Some of the compounds tested; count on the stated rates, not on these rows.

SMILES	TRPML3 agonist	TRPN1 ag	NPY Y1 blocker	PPC-1+TRAIL kill	EP2 antag	CHOP inhibitor	NPY-Y1 PAM-ag	EP2 mod	14-3-3 Bad inh
Cc1ccccc1NC(=O)Cc1nnc(N)s1	1.0	-0.3	x	3.8	7.8	6.0	12.0	4.7	-11.4
Cc1cc(C)cc(NC(=O)CSc2nc3c(oc4ccccc43)c(=O)n2-c2ccccc2)c1	0.4	-1.0	11.7	9.9	4.5	9.4	-44.9	-1.1	6.1[fluorescence artefact?]
COc1cc(OC)cc(C(=O)NNC(=S)Nc2ccc(S(N)(=O)=O)cc2)c1	1.1	0.4	0.4	20.7	0.3	12.1	3.3	5.1	-18.6
Cn1cc(Br)c(C(=O)n2cc(Br)cn2)n1	-0.8	-1.6	10.2	6.1	10.9	-24.3	12.9	22.1	-6.8
COc1ccc(OC)c(NC(=O)CNC(=O)c2ccc([N+](=O)[O-])cc2)c1	-0.3	0.3	-2.4	-4.5	4.5	-4.5	-12.5	-36.8	-1.7
O=C(COC(=O)C12CC3CC(CC(C3)C1)C2)NCCc1ccccc1	1.0	-0.7	-2.0	-7.4	6.4	77.0*	-14.4	14.8	2.6
Cc1nonc1NC(=O)CSc1nc2ccccc2cc1C#N	0.1	1.6	6.4	13.1	7.4	-31.4	-1.9	-29.9	-2.3
CCCCc1cc(=O)oc2cc(OS(C)(=O)=O)ccc12	-0.2	0.5	6.6	25.9	18.1	21.2	-25.1	20.8	5.6
CCN(CC)C(=O)CSc1nnc(COc2cccc(C)c2)n1C	0.6	-0.3	-2.2	-8.7	2.1	16.6	-6.6	-3.8	-8.5
Cn1c(=O)c2c(ncn2CC(=O)Nc2ccccc2N2CCOCC2)n(C)c1=O	0.2	-0.8	14.6	46.4	5.9	36.3	-1.4	24.7	4.7
O=C(N/N=C/c1ccco1)c1cccc(N2Cc3ccccc3C2)c1	-0.1	0.0	-0.6	5.4	7.1	31.7	3.5	-7.4	21.3
CC(=O)N(Cc1nc2sc(C)c(C)c2c(=O)[nH]1)C1CCCC1	0.0	1.5	-12.6	16.8	13.8&4.5	-10.1	-3.1	6.9&0.9	22.6
CC(=O)c1c(O)c2ccccc2n(C(C)C)c1=O	0.3	1.6	4.4	-13.4	3.1	2.0	-4.6	17.9	-0.2
COc1ccc(NS(=O)(=O)c2cc(NC(=O)c3ccc(C)o3)ccc2N2CCCCC2)cc1	0.1	1.0	7.9	16.8	13.9	44.5	-23.2	-45.4	9.3
Cc1cccc(OCC(=O)NC(=S)N2CCCc3ccccc32)c1	0.4	0.4	4.2	12.2	22.7	-13.2	-13.6	17.2	-1.6
Cc1ccc(Oc2nc3c(C)cccn3c(=O)c2/C=C(\C#N)C(N)=O)cc1	1.0	0.2	x	22.0	20.7	12.9	5.6	-2.9	-2.6
O=C(Nc1cccc(-c2nc3ccccc3[nH]2)c1)c1cccc(NC(=O)c2ccco2)c1	-0.2	0.6	-4.1	18.8	10.9	107.0*	-42.3	-26.1	15.6
CCOC(=O)C1=C(C)NC(=O)NC1C (configuration not stated)	-0.4	1.4	4.2	3.8	8.1	-27.6	-2.7	-2.6	3.7[fluorescence artefact?]
O=C(Nc1nc2c(s1)CCCC2)c1cc(-c2ccc3c(c2)OCO3)nc2ccccc12	0.3	0.1	8.6	18.3	8.6	4.1	-2.6	8.3	-9.5
CC12CCC(=O)N1c1c(sc3nc(N4CCOCC4)c4c(c13)CCCC4)C(=O)N2 (configuration not stated)	-0.4	0.0	-4.5	24.9	6.3	23.6	-9.8	-16.5	x
CCN(CC)CCC(=O)NN	1.2	-1.0	2.4	28.4	1.0	11.8	4.3	30.8	-7.4
O=C(O)c1cccc2c(/C=N/Nc3ccccn3)c[nH]c12	0.2	1.5	x	-1.9	6.9	-1.1	15.3	17.2	-6.4
CN(CCC1CCOCC1)C(=O)CC1C(=O)NCCN1C/C=C/c1ccccc1 (configuration not stated)	0.1	-1.2	1.8	21.0	5.7	-3.9	-3.1	-5.2	-10.3
O=C(NCc1cccnc1)NC1(C(F)(F)F)Oc2ccccc2O1	0.3	-0.6	4.6	-2.6	10.6	26.9	2.0	-6.6	8.6[fluorescence artefact?]
Cc1ccc2c(c1)S/C(=C/c1ccc[n+](C)c1)N2CCO	0.2	-1.1	4.6	x	5.7	-27.5	3.9	1.2	7.3
Cc1cccc(OCC(=O)N2CCC(N3CCOCC3)CC2)c1	0.7	0.3	-0.7	23.8	9.0	6.2	14.8	-0.7	63.0
CCOc1cccc(CN2CCCC(CCC(=O)NCc3ccccc3F)C2)c1O (configuration not stated)	0.2	0.0	9.3	7.7	5.1	13.3	-5.5	-18.1	-11.9
CC(=O)OC1CC(C)N(C(=O)c2ccccc2)c2ccc(C)cc21 (configuration not stated)	-2.0	-2.9	5.3	-6.4	1.4	13.3	-6.6	21.9	-0.6
CCCc1cc(C(=O)NNC(=S)NC(C)c2ccccc2)cs1 (configuration not stated)	0.0	-0.5	1.3	-9.6	2.6	9.9	-10.8	2.3	-8.2
Nn1cnnc1N/N=C/c1cc(Br)cc(Br)c1O	0.8	1.2	4.0	-8.7	x	17.0	-47.0	-10.7	8.7
C=CCSc1nc2nc(C)cc(C)n2n1	0.8	0.0	-1.0	9.0	2.9	-21.4	25.8	-0.8	-9.6[fluorescence artefact?]
O=C(CN1CCN(c2cccc(Cl)c2)CC1)N1CCCC1	0.4	0.6	3.0	28.6	12.2	16.1	-1.0	0.3	5.5
COc1ccc(CN=Cc2[nH]c3ccc(Br)c(Cl)c3c2O)cc1	1.1	2.6	-0.9	-15.7	x	42.7	1.1	-63.6	x
Cc1ccc(S(=O)(=O)NC2(C(=O)O)CCCCC2)cc1	0.7	0.1	5.6	9.0	10.7	-30.2	0.8	1.1	3.8
CC1(C)CC(=O)C2=C(C1)NC(Nc1nc3ccccc3o1)=NC21CCCC1	0.6	1.0	0.9	12.8	5.8	-9.3	7.5	27.2	5.0
CCOC(=O)c1cnc(Nc2ccc(OCC)cc2)nc1C	1.1	-0.8	-2.2	-0.2	4.1	31.9	-4.4	31.9	3.6
COc1ccc(O)c(C=NCC(C)N=Cc2cc(OC)ccc2O)c1 (configuration not stated)	0.5	-0.1	11.1	19.2	-0.7	12.2	0.9	25.4	-6.0
CCn1c(SCC(=O)Nc2ccccc2OC)nnc1-c1cnccn1	0.1	0.7	8.4	4.3	6.7	5.2	3.5	24.2	2.5
O=C(Nc1cccc(-c2cn3c(n2)SCC3)c1)c1ccc2c(c1)OCO2	0.6	0.9	4.3	27.9	7.1	-10.0	-0.2	-80.6	-1.3
CC(=O)C1=C(O)C(=O)N(Cc2ccccc2)C1c1ccco1 (configuration not stated)	1.0	3.0	2.1	-1.3	15.0&12.3	56.2	10.4	19.8&17.0	30.1
COc1ccc(NC(=O)CSc2nnc(Cn3nnc4ccccc43)n2C)cc1	0.7	-1.2	4.3	9.2	10.0	12.0	-1.4	2.3	-5.8[fluorescence artefact?]
CCCCCNCc1ccc(OCc2ccc(Cl)nc2)c(OC)c1	0.2	-0.9	16.2	-8.5	4.1	30.1	-2.7	-29.9	15.5
c1ccc(N2CCOCC2)c(Nc2nc3ccccc3n3cnnc23)c1	0.6	0.5	-1.2	32.6	6.7	44.1	-2.7	12.6	5.3
Clc1cc2c(cc1/C=N/Nc1nc(N3CCOCC3)nc(N3CCOCC3)n1)OCO2	0.8	-0.6	-4.7	7.9	6.4	0.8	2.2	3.1	-5.8
COC(=O)c1ccccc1NC(=O)CSc1nc(N)cc(N)n1	-0.3	0.8	-1.5	17.7	14.8	-9.0	4.3	16.6	-5.4
O=C(Oc1cccc(C(=S)N2CCOCC2)c1)c1cccc([N+](=O)[O-])c1	0.4	-0.6	-1.1	0.1	7.0	20.1	16.0	-32.4	-1.9

Entries of single compounds, quoted from the list. Order of values: TRPML3 agonist	TRPN1 ag	NPY Y1 blocker	PPC-1+TRAIL kill	EP2 antag	CHOP inhibitor	NPY-Y1 PAM-ag	EP2 mod	14-3-3 Bad inh
Record of CC(=O)OC1CC(C)N(C(=O)c2ccccc2)c2ccc(C)cc21 (configuration not stated) : -2.0	-2.9	5.3	-6.4	1.4	13.3	-6.6	21.9	-0.6
Record of COc1cc(OC)cc(C(=O)NNC(=S)Nc2ccc(S(N)(=O)=O)cc2)c1 : 1.1	0.4	0.4	20.7	0.3	12.1	3.3	5.1	-18.6
Record of COC(=O)c1ccccc1NC(=O)CSc1nc(N)cc(N)n1 : -0.3	0.8	-1.5	17.7	14.8	-9.0	4.3	16.6	-5.4
